# GALK inh – inhibitors of human galactokinase; Potency, µM (titrated, usually from 57.5 µM), for the others: top-dose activity change, negative = inhibition, usual class: inhibitors; P51570; Purified GALK, Kinase-Glo residual ATP luminescence; hit rate 0.007% among 270,000; AID 1868; also: potency is read from the fitted curve at half-maximal effect; % is scaled to controls: 0 for no effect and ±100 for the full control effect
#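 ATP-depletion format; final 35 uM ATP, 100 uM D-galactose, 5 nM enzyme; pH 8.0 HEPES/Mg2+ buffer; 60 min RT; luminescence read 10 min after detection reagent.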
# hERG WT inh – KCNH2 (human, wildtype) channel inhibition; activity change, % at 1.84 µM; Q12809; AID 720551; hit rate 0.37% among 340,000; U2OS, BacMam KCNH2, thallium flux FluxOr; hits give low values;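 active = maximum activity change below -70%; inconclusive = maximum activity change between -70% and -50%; inactive = maximum activity change above -50%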; also: % is scaled to controls: 0 for no effect and ±100 for the full control effect
# Target sequence (Q12809 whole entry, looked up): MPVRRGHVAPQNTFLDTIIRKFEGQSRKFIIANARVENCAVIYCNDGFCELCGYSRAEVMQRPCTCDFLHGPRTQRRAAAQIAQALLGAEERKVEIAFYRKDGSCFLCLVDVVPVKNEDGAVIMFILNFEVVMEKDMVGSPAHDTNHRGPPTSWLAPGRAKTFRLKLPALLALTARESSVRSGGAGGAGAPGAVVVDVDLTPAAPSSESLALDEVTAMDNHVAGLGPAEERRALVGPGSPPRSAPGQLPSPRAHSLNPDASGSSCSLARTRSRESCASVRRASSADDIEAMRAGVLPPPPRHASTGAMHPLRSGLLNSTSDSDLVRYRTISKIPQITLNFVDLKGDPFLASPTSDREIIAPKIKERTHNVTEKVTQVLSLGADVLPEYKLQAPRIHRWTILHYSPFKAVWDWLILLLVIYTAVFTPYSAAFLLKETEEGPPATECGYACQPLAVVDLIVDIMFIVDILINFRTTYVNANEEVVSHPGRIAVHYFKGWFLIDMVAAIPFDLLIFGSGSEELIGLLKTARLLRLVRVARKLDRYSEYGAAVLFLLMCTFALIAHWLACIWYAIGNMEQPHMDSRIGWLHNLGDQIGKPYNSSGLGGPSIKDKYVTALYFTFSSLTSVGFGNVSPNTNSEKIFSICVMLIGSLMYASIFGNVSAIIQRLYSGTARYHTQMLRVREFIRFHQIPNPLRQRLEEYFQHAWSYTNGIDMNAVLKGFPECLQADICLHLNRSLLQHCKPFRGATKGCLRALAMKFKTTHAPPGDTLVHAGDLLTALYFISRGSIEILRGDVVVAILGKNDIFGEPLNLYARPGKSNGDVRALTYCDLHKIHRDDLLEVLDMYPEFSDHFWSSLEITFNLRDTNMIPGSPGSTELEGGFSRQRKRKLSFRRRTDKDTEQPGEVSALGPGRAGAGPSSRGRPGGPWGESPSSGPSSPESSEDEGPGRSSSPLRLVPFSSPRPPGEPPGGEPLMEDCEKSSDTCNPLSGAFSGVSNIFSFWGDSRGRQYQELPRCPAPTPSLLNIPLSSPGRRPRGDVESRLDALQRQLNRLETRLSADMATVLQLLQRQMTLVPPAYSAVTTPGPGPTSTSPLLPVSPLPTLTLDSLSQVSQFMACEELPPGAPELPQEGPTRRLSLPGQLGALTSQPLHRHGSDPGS
#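 U2OS cells transduced with wild-type KCNH2 virus are loaded with FluxOr dye for 45 min, and thallium flux is measured in kinetic reads before and after stimulation buffer. Rate constants are normalized to DMSO controls.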
# Chronic BCR inh – chronic active BCR signaling inhibition; ABC-DLBCL IkBa-CBG/CBR reporter, luminescence ratio, 4 h; Potency, µM (doses to about 46.1 µM), for inactives: at the top dose ratio change, negative = lower green/red ratio, actives largely listed as inhibitors; hit rate 0.05% among 340,000; AID 493014; active = well fitted inhibition curve with a large enough effect in the signal ratio, with a control signal flat, not every such curve was filed as active; inconclusive = small, poorly fitted or top-dose-only effect, or effect the other way, or a change in a side signal; the % refers to the signal ratio;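 also: potency is read from the fitted curve at half-maximal effect; plate controls were basal doxycycline-induced cells for no effect and cells given 10 µM MG132 for full effect; MG132 reads +100%, hits lower the ratio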
#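 TMD8 ABC-DLBCL cells carrying doxycycline-inducible green luciferase fused to IkappaBalpha plus unfused red luciferase were exposed to compounds (up to 46 uM) for 4 hrs at 37C. Activity came from the overlap-corrected green/red luminescence ratio.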
# CXXC DNA block – MLL CXXC-DNA interaction inhibition; Q03164; MLL-CXXC / FITC-HOXA9 DNA fluorescence polarization; Potency, µM (doses to about 115 µM), for inactives: top-dose activity change, negative = inhibition, most hits filed as inhibitors; hit rate 0.037% among 290,000; AID 2662; active = well fitted inhibition curve with a large enough effect in the polarisation, with a control signal flat, not every such curve was filed as active; inconclusive = small, poorly fitted or top-dose-only effect, or effect the other way, or a change in a side signal; inactive = no such curve, though single readings can be large or run the other way; the % refers to the polarisation; also: potency is read from the fitted curve at half-maximal effect
#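 Purified MLL-CXXC (added from a 7 uM solution) was preincubated 5 min at ambient with pinned compounds in 50 mM Tris-HCl pH 7.5, 50 mM NaCl, 1 mM DTT, 0.05% BSA. Fluorescein-labeled HOX-A9 DNA (50 nM solution) followed, 30 min, then polarization read.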
# A-T KAP1 phos – potential ataxia-telangiectasia treatments restoring KAP-1 phosphorylation; […] A-T fibroblasts, KAP-1 phosphorylation AlphaLISA; neocarzinostatin DNA damage 30 min before lysis; Potency, µM (doses to about 57.5 µM), inactives show at the highest dose activation, usual class: activators; hit rate 0.19% among 320,000; also: potency is read from the fitted curve at half-maximal effect; % of control where 0% means no effect; nearly all actives have a fitted effect of over 45% in size
#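 ATM-like activity read as KAP-1 phosphorylation via AlphaLISA donor/acceptor antibody pairs after lysis and 6 hr at 25C. Cells were ATM-null patient fibroblasts ([…], hTERT), dosed 60 min, then exposed to the DSB inducer NCS for 30 min.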
# FBPA coupling cs – coupling enzyme interference in Giardia aldolase counter-screen; coupling enzyme system counterscreen, AmpLite Red fluorescence; activity change, negative = inhibition, % at 58.2 µM, hits read low; hit rate 0.67% among 290,000; AID 2472; in the data active = activity change below about -30%; also: % is scaled to controls: 0 for no effect and ±100 for the full control effect
#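 Coupling enzymes only (glyceraldehyde-3-phosphate) + compound, at 57.5 uM final, 10 min RT; add substrate/coupling/AmpLite Red mix, 20 min RT; fluorescence ex 525/em 598 nm. Actives flag coupling-system interference.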
# TCR act – activators of T cell receptors; primary human leukocytes, anti-CD3, IL-2 HTRF, 48 h; Potency, µM (titrated, usually from 9.22 µM), without a hit: at the top dose activation of IL-2 secretion, hits mostly activators; 330,000 tested, under 10 active; AID 504894; also: % of control where 0% means no effect
#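 Primary human leukocytes incubated 48 hr with anti-CD3 beads plus compound, without co-stimulation. Secreted IL-2 measured by HTRF (europium cryptate/d2 anti-IL-2 pair, 320 nm excitation, 665 nm emission).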
# TSHR antagonist – antagonists of human thyroid stimulating hormone receptor | P16473 | TSHR-expressing cells, TSH-stimulated cAMP HTRF, 2 h; hits give low values | activity change, negative = inhibition, % at 11.5 µM | hit rate 0.2% among 330,000 | AID 504810;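 active = activity change below a set negative limit, meaning inhibition stronger than a set level, cut at about -70% in these data; inconclusive = activity change between two set negative limits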; also: % is scaled to controls: 0 for no effect and ±100 for the full control effect
#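 Freshly harvested TSHR cells receive pin-tooled compound, then EC80 TSH at 4nM final. After 2 hours at 37 deg C, antibody in lysis buffer and cAMP-d2 are added; 30 minutes at ambient temperature precede the HTRF read.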
# Giardia kill – Giardia lamblia killing; Giardia lamblia trophozoite viability; activity change, % at 7.66 µM, hits read low; hit rate 0.15% among 340,000; AID 540267; in the data active = activity change below about -80%; inconclusive = between about -30% and that limit;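 also: parasites exposed to compound for two days anaerobically before the ATP read; % is scaled to controls: 0 for no effect and ±100 for the full control effect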
#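 Killing of trophozoites was scored by loss of ATP luminescence after a 48 hrs anaerobic exposure to compounds at 37 deg C, using 100 cells per well.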
# Tb PFK block – inhibitors of T. brucei phosphofructokinase; T. brucei PFK, ADP-Glo luminescence; AID 485367; hit rate 0.17% among 330,000; Potency, µM (top dose mostly 57.5 µM), without a hit: at the highest dose activity, negative = inhibition, usual class: inhibitors; O15648;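 also: potency is read from the fitted curve at half-maximal effect; 0% = uninhibited 1x PFK enzyme wells and -100% = no-enzyme wells; nearly all actives have a fitted effect of over 60% in size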
#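 Luminescent ADP detection (ADP-Glo, two-step: ATP depletion then ADP-to-ATP conversion for luciferase) reported PFK activity after 45 min room-temperature reaction of 1.25 nM enzyme with 0.5 mM F6P and 0.1 mM ATP at pH 8.0.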
# Active calls of the source: *; u = inconclusive; x = not tested or not shown; & = joins results of further samples; [ ] = dose if it differs, or a comment. Unless noted, calls follow the shape of the dose curve; as a rule, active = well fitted curve in the direction sought with a large enough effect; inconclusive = small, poorly fitted or top-dose-only effect, or another doubt; inactive = no such curve, though single readings can be large; an effect the other way counts as inactive or inconclusive.
SMILES,GALK inh,hERG WT inh,Chronic BCR inh,CXXC DNA block,A-T KAP1 phos,FBPA coupling cs,TCR act,TSHR antagonist,Giardia kill,Tb PFK block
NC(=O)C1CCN(C2=C(NS(=O)(=O)c3ccc(Cl)cc3)C(=O)c3ccccc3C2=O)CC1,1%,3,12%,-17%,46%,-30*,-5%,-4,5,-4%
CN1CCN(C(=O)C23CC4CC(C)(CC(C)(C4)C2)C3)CC1,1%,1,-13%,-1%,2%,1,-3%,-6,14,3%
CN1CCN(S(=O)(=O)c2ccc(N(C)Cc3cccs3)nc2)CC1,0%,-5,-1%,0%,-1%,-6,x,4,-12,-2%
CC(C)=CCCC1=CCC(/C(C)=N/NC(N)=O)CC1 (stereo not given),0%,-1,3%,-2%,7%,4,5%,19,7,14%
COc1ccc(C2c3c(ncn(CCCO)c3=N)Oc3ccc4ccccc4c32)cc1OC (stereo not given),4%,-9,u,-8%,5%,4,3%,-10,56[activator],-2%
COc1ccccc1CC(=O)Nc1ccon1,-1%,-11,u,-12%,0%,0,x,-10,-16,-1%
CCc1cccc(NC(=O)c2cc(OC)c(OC)c(OC)c2)c1,0%,-18,-5%,19%,0%,-2,-2%,-14,11,0%
CC(=O)c1c(C(C)=O)c(C)n(-c2ccc(O)cc2)c1C,3%,-6,x,1%,x,3,1%,x,19,x
CC(C)(C)OC(=O)N/N=C\c1ccc(OC(=O)c2cccs2)cc1,0%,-1,-2%,10%,0%,0,-5%[46.1 µM],2,34[activator],-9%
CC1=C(C(=O)OCc2ccccc2)C(c2ccc(Cl)cc2)NC(=O)N1CCCCCC(=O)O (stereo not given),x,10,u,0%,-8%,9&4,0%,-9,1,-3%
CC(OC(=O)Cn1c(C(F)(F)F)nc2ccccc21)C(N)=O (stereo not given),-2%,12,-1%,1%,-6%,7,3%,3,-2,0%
Fc1cccc(-c2cc3nc4c(c(N5CCOCC5)n3n2)CCCC4)c1,0%,-8,3%,-13%,19%,-1,-1%,-18,-2,-1%
Cc1ccc2c(C(=O)N3CCN(c4ccccc4)CC3)cc(-c3cccnc3)nc2c1C,-4%,-1,-2%,-6%,-5%,1,3%,11,-15,-1%
Cc1oc(-c2ccccc2F)nc1CS(=O)(=O)CC(=O)NCc1ccccc1Cl,x,-2,1%,x,-3%,5,1%,1,21,-6%
CCOC(=O)C(=O)Nc1ccc(F)cc1,0%,-3,u,6%,3%,0,2%,28,30[activator],4%
CCOC(=O)[C@H]1[C@H]2COc3ccc(C)cc3[C@@H]2N2C(=O)CN(Cc3ccc(F)cc3)C(=O)[C@@]12C,x,-28,6%,x,-2%,x,2%,-8,3,7%
CC1(C)COCN1C(=O)c1ccc(C#N)cc1,0%,16,0%,-8%,19%,-2,9%,-4,-4,0%
O=C(Cn1ncc2c([nH]c3ccccc32)c1=O)N1CCOCC1,3%,-14,-9%,-5%,-9%,0,-7%,-16,-7,-2%
O=C(NCc1ccccc1)c1cnc2n(c1=O)CCS2,2%,4,3%,-1%,-5%,3,14%,19,6,-4%
COc1cccc(CN2CCN(c3cccc(C(F)(F)F)c3)CC2)c1OC,2%,14,-1%,-7%,-1%,-2,-5%[46.1 µM],-7,0,-3%

# Continued; it opens with the 4 that closed the last part.
SMILES,GALK inh,hERG WT inh,Chronic BCR inh,CXXC DNA block,A-T KAP1 phos,FBPA coupling cs,TCR act,TSHR antagonist,Giardia kill,Tb PFK block
CC1(C)COCN1C(=O)c1ccc(C#N)cc1,0%,16,0%,-8%,19%,-2,9%,-4,-4,0%
O=C(Cn1ncc2c([nH]c3ccccc32)c1=O)N1CCOCC1,3%,-14,-9%,-5%,-9%,0,-7%,-16,-7,-2%
O=C(NCc1ccccc1)c1cnc2n(c1=O)CCS2,2%,4,3%,-1%,-5%,3,14%,19,6,-4%
COc1cccc(CN2CCN(c3cccc(C(F)(F)F)c3)CC2)c1OC,2%,14,-1%,-7%,-1%,-2,-5%[46.1 µM],-7,0,-3%
CC(NC(=O)c1ccc2c(c1)OCO2)c1cccc(C(F)(F)F)c1 (stereo not given),x,-4,4%,x,6%,x,1%,0,12,0%
Cc1c(C(=O)N(Cc2ccc(Cl)cc2)C2CCS(=O)(=O)C2)oc2ccccc12 (stereo not given),4%,-6,-4%,13%,16%,0,2%,2,-12,0%
CCC1S/C(=N/N=C/c2ccco2)N(Cc2ccc(F)cc2)C1=O (stereo not given),-2%,2,11%,7%,25%,-2,-1%,-5,-7,0%
Cn1c(CCCOc2ccc(Cl)cc2Cl)nnc1SCC(=O)Nc1ccc(F)c(Cl)c1,0%,-18,6%,16%,1%,0,7%[46.1 µM],-5,21,-1%
CC(=O)N1CC23C=CC(CC2CC12CCCCCC2)O3 (stereo not given),-3%,2,3%,1%,-1%,5,-18%,18,-2,-9%
COC(=O)[C@@H](Cc1c[nH]c2ccccc12)NC(=O)c1cc(=O)[nH]c2ccccc12,0%,-3,-1%,-3%,-3%,-5,4%,6,-11,-23%
CC(C)(C)c1ccc(C(=O)OC/C(O)=C(\C#N)c2nc3ccccc3s2)cc1,-2%,2,0%,7%,3%,13,-7%[46.1 µM],-34,11,-16%
Cc1sc(NC(=O)CCl)c(C(=O)c2ccccc2)c1C,1%,-4,u,-10%,-4%,15,5%,2,5,0%
COc1ccc(Nc2nnc(SCC(=O)N3CCCC3)s2)cc1,3%,1,-10%,3%,x,1,2%,-7,-15,7%
COc1c(-c2ccc([N+](=O)[O-])cc2[N+](=O)[O-])c(=O)n(C)c(=O)n1C,-1%,-4,6%,-9%,-17%,3,-3%,-4,1,-1%
O=C(Cn1cnc2cc([N+](=O)[O-])ccc2c1=O)Nc1ccc2c(c1)OCO2,2%,-8,u,-4%,0%,1,-8%,0,-12,1%
CC1CCC2(CC1)NC(=O)N(CC(=O)NCc1cccs1)C2=O (stereo not given),0%,6,-12%,6%,9%,1,-2%[46.1 µM],44,-16,7%
CCC(=O)N1CCN(CCN=CC2=C(O)CC(c3ccc(OC)cc3)CC2=O)CC1 (stereo not given),x,-8,-1%,3%,-1%,5,9%[46.1 µM],-2,-6,0%
Nc1ccc(C(=O)OCC(=O)N2CCc3ccccc3C2)cc1[N+](=O)[O-],2%,5,-5%,15%,-2%,1,4%[46.1 µM],2,-18,u
CCCCc1nc(N2CCN(C(=O)c3ccco3)CC2)c(C#N)c2c1CCCC2,-6%,7,u,5%,14%,x,0%,2,29,-3%
Cc1onc(-c2ccccc2)c1C(=O)c1c[nH]c(C(=O)NCCCN2CCOCC2)c1,-2%,5,-10%,5%,2%,-1,0%,5,-3,2%
Cc1csc(=O)n1CCC(=O)OCC(=O)Nc1ccc(S(N)(=O)=O)cc1,x,4,u,x,4%,x,-4%,-8,-5,5%
NC1=NC(=O)/C(=C/c2ccc(Cl)cc2Cl)S1,0%,10,u,2%,3%,-1,4%,5,-9,-3%
CCOC(=O)c1c(-c2ccccc2)csc1NC(=O)COc1ccc2c(C)cc(=O)oc2c1,0%,-5,-1%,0%,-2%,-2,-1%[46.1 µM],5,-2,-1%
O=C(NCCCN1CCOCC1)c1ccccc1-c1ccccc1,-3%,-8,4%,6%,6%,5,-1%,1,-8,-2%
C[C@@]12C(=O)N(c3cccc(Cl)c3)C(=O)N1[C@H](c1ccc(Cl)cc1)[C@@H]1C(=O)N(C3CCCCC3)C(=O)[C@@H]12,x,7,u,x,-7%,x,1%,-16,13,1%
COc1ccc(S(=O)(=O)NC(C)C(=O)NCc2cccnc2)cc1OC (stereo not given),-3%,-13,-1%,-6%,-6%,0,2%,12,1,1%
O=C(Nc1ccc(Cl)c(Cl)c1)Nc1ccccc1C(=O)O,-7%,-34,u,6%,x,0,2%,-27,-15,-2%
COC(=O)c1ccccc1NC(=O)c1cc(-c2ccco2)on1,-3%,-1,11%,6%,2%,1,-3%,4,0,0%

# Entries above with two or more sulfur atoms:
SMILES,GALK inh,hERG WT inh,Chronic BCR inh,CXXC DNA block,A-T KAP1 phos,FBPA coupling cs,TCR act,TSHR antagonist,Giardia kill,Tb PFK block
CN1CCN(S(=O)(=O)c2ccc(N(C)Cc3cccs3)nc2)CC1,0%,-5,-1%,0%,-1%,-6,x,4,-12,-2%
COc1ccc(Nc2nnc(SCC(=O)N3CCCC3)s2)cc1,3%,1,-10%,3%,x,1,2%,-7,-15,7%
Cc1csc(=O)n1CCC(=O)OCC(=O)Nc1ccc(S(N)(=O)=O)cc1,x,4,u,x,4%,x,-4%,-8,-5,5%
